GluA2 TARP mod = modulators of GluA2-stargazin AMPA receptor complexes, primary screen, cell-based, membrane potential dye; Voltage-dependent calcium channel gamma-2 subunit (Mus musculus) + Glutamate receptor 2 …; HEK293 GluA2+stargazin, membrane potential dye (FDSS), glutamate EC50; hits were called plate by plate, in both directions; calls only at 30 µM; 3.5% of 40,000 active;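 active = any of four per-well response measures lying three or more SD from its plate-wide compound average, in either direction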
Target sequence (O88602 whole entry, looked up): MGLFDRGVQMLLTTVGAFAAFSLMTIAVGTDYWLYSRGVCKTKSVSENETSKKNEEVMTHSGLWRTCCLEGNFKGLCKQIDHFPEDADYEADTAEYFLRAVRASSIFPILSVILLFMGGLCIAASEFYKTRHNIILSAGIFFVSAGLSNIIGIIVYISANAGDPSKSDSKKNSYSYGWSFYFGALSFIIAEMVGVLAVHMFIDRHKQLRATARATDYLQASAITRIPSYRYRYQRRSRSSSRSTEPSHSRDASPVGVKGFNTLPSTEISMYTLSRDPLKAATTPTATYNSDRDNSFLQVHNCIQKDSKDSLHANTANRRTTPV
Target sequence (P19491 whole entry, looked up): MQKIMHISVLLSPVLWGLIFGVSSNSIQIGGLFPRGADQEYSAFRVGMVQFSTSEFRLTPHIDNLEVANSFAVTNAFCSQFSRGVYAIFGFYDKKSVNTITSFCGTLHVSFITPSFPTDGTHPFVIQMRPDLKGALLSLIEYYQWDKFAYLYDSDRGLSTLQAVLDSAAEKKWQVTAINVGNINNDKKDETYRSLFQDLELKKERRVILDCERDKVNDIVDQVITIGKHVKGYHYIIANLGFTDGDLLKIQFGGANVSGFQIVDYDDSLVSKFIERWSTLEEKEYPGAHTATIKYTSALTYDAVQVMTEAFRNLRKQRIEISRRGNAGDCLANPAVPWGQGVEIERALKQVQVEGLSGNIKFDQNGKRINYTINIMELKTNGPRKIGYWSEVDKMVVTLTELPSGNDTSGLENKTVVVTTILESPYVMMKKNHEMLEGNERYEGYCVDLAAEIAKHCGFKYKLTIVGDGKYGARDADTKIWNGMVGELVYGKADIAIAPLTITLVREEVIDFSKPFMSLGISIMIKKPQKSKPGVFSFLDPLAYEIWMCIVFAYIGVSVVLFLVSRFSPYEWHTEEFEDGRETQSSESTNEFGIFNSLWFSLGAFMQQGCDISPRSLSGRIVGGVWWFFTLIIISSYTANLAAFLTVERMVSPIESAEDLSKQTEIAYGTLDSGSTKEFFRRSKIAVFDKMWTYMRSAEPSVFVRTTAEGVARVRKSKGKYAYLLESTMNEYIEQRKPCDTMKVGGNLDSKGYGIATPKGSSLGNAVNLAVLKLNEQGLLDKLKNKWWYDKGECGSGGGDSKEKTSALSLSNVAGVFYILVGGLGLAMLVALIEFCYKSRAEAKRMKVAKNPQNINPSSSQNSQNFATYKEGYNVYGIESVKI
GluA2 TARP mod agonism max-min = second read-out of GluA2 TARP mod, no call of its own (marks repeat the call); compound max-min signal; compound-alone response (agonism);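 unitless range of fluorescence divided by baseline over first 100 seconds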
GluA2 TARP mod glutamate slope = also measured in GluA2 TARP mod; calls as there; glutamate slope, % of max; measured here: glutamate response slope, % max;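 scaled per plate between vehicle wells and maximal 1 mM glutamate control wells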
Starred values were filed as active, the others as inactive; i = inactive; + = active, no number.

Order of values – GluA2 TARP mod | GluA2 TARP mod agonism max-min | GluA2 TARP mod glutamate slope
> CC1CCCCN1C(=O)C(=O)c1c[nH]c2ccccc12 (configuration not stated)
    i | 0.125 | 63.4
> CCOc1ccc(-n2nnc3c(N4CCN(C(=O)C(C)(C)CCl)CC4)ncnc32)cc1
    i | 0.0735 | 68.0
> NS(=O)(=O)c1ccc(NC(=O)CN2CCN(c3ccc(F)cc3)CC2)cc1
    i | 0.0729 | 32.1
> COc1ccc(SCCC(=O)Nc2nc(-c3ccc4c(c3)OCO4)cs2)cc1
    i | 0.087 | 53.1
> CC(C)N(Cc1ccccc1)C(=O)C(=O)c1cn(CC(=O)N2CCCCC2)c2ccccc12
    i | 0.0692 | 61.3
> Cn1cccc(C(=O)N2CCC(CNC(=O)c3cc4ccccc4oc3=O)CC2)c1=O
    i | 0.0939 | 43.3
> CC(O)CNC(=O)c1cc2c(=O)n(C)c(=O)n(C)c2s1 (configuration not stated)
    i | 0.12 | 49.2
> CC(C)CCn1c(C2CC(=O)N(Cc3ccc(F)cc3)C2)nc2ccccc21 (configuration not stated)
    i | 0.106 | 95.5
> COc1ccc(CC(=O)Nc2nc(-c3ccc(Cl)cc3)cs2)cc1
    i | 0.0823 | 62.0
> COc1ccc(/C=C2\Oc3cc(O)ccc3C2=O)cc1OC
    + | 0.247* | 55.6*
> Cc1nn(C)cc1CNC(=O)c1ccc(C(C)(C)C)cc1
    i | 0.105 | 64.7
> COc1ccccc1N1C(=O)N(c2cccc(Br)c2)C2CS(=O)(=O)CC21 (configuration not stated)
    i | 0.0777 | 47.5
> O=c1cc(-c2cccs2)oc2ccc(Cl)cc12
    i | 0.0739 | 57.2
> CSc1ncccc1C(=O)Nc1ccc(CC(=O)N2CCOCC2)cc1
    i | 0.0506 | 35.1
> CN1CCC(CNC(=O)c2cccc(Cl)c2)CC1
    i | 0.0515 | 53.2
> COc1ccc(CCNC(=O)Nc2nnc(-c3cccc(Cl)c3)o2)cc1
    i | 0.0871 | 66.0
> COc1ccc(C2SC(C)C(=O)N2Cc2ccccc2)cc1 (configuration not stated)
    i | 0.076 | 63.0
> Cc1[nH]c(=O)[nH]c(=O)c1CC(=O)Nc1nc(-c2ccco2)cs1
    i | 0.13 | 50.2
> CC1CN(CC(O)COc2ccccc2F)CC(C)O1 (configuration not stated)
    i | 0.0586 | 35.6
> Cc1ccc(NC(=O)CCc2ccccc2)cc1N1CCCCC1=O
    i | 0.0857 | 47.9

3 compounds out of the list, arranged by length of the SMILES, falling:
Order of values – GluA2 TARP mod | GluA2 TARP mod agonism max-min | GluA2 TARP mod glutamate slope
> Cn1cccc(C(=O)N2CCC(CNC(=O)c3cc4ccccc4oc3=O)CC2)c1=O
    i | 0.0939 | 43.3
> NS(=O)(=O)c1ccc(NC(=O)CN2CCN(c3ccc(F)cc3)CC2)cc1
    i | 0.0729 | 32.1
> COc1ccc(SCCC(=O)Nc2nc(-c3ccc4c(c3)OCO4)cs2)cc1
    i | 0.087 | 53.1

Later entries
Order of values – GluA2 TARP mod | GluA2 TARP mod agonism max-min | GluA2 TARP mod glutamate slope
> CCN(C(=O)c1ccc(=O)n(Cc2cccc([N+](=O)[O-])c2)c1)c1ccccc1C
    i | 0.03 | 48.7
> CCOC(=O)c1ccc(NC(=O)CCc2sc(C)nc2-c2cccs2)cc1
    i | 0.138 | 40.4
> O=C(Cc1nnc(-c2ccccn2)o1)NC1CCCCCC1
    i | 0.109 | 57.2
> O=C(/C=C/c1ccccc1Cl)Nc1ccc2c(c1)C(=O)N1CCCCC1CCO2 (configuration not stated)
    i | 0.105 | 59.5
> O=C(Nc1ccc(Cl)c([N+](=O)[O-])c1)c1ccc(=O)n(Cc2ccccc2)c1
    i | 0.0995 | 58.3
> Cc1ccc(Cn2c(N3CCN(CC(N)=O)CC3)nc3c2c(=O)[nH]c(=O)n3C)cc1
    i | 0.064 | -1.1
> COc1ccc(S(=O)(=O)CCCC(=O)N2CCN(c3nc4c(F)cccc4s3)CC2)cc1
    i | 0.0623 | 56.2
> Cc1nn(C2CCS(=O)(=O)C2)c(C)c1CC(=O)Nc1cccnc1 (configuration not stated)
    i | 0.138 | 59.0
> C=CCN(CC=C)Cc1nc2ccccc2[nH]1
    i | 0.102 | 52.1
> CCCC(=O)Nc1ccc(S(=O)(=O)Nc2ccc3c(c2)CCCN3C(=O)c2ccccc2)cc1
    i | 0.147 | 61.3
> Cn1nc(-c2cccc(NS(=O)(=O)c3cc([N+](=O)[O-])ccc3Cl)c2)ccc1=O
    i | 0.0597 | 61.2
> CNC(=O)CSc1nc(-c2ccccc2)c(NC(=O)C(C)Oc2ccccc2)s1 (configuration not stated)
    i | 0.059 | 56.9
> Cc1cccc(N(C)C(=O)CSc2ccc(-n3cnc(-c4ccc(Cl)cc4)c3)nn2)c1
    i | 0.102 | 53.7
> COc1ccc(-c2csc(NC(=O)c3ccc(S(=O)(=O)C(C)C)cc3)n2)c(OC)c1
    i | 0.14 | 60.2
> O=C(c1ccco1)N1CCc2ccc(NS(=O)(=O)c3ccc(Cl)s3)cc21
    i | 0.0773 | 45.9
> Cc1c(Cl)cccc1S(=O)(=O)N1CCC(Cn2c(C)nc3ccccc32)CC1
    + | 0.0732* | 82.9*
> CCN1CCc2c(sc(NC(=O)c3ccc(C)cc3)c2-c2nc3ccccc3s2)C1
    i | 0.159 | 67.4
> Cc1ccc(S(=O)(=O)Nc2nc(CCC(=O)N3CCN(c4ccccn4)CC3)cs2)cc1
    i | 0.104 | 61.5
> O=C(Cn1nc(-c2ccncc2)ccc1=O)Nc1ccc(F)c(Cl)c1
    i | 0.0713 | 64.1
> COc1ccccc1NC(=O)Cn1c(=O)n(CCCCC(=O)NCCC(C)C)c(=O)c2ccccc21
    i | 0.0366 | 57.0

> COc1ccc(SCC(=O)Nc2ccc(F)cc2F)cc1
  GluA2 TARP mod: i; GluA2 TARP mod agonism max-min: 0.0747; GluA2 TARP mod glutamate slope: 64.4

> COC(CNC(=O)C(=O)Nc1ccc(N2CCCS2(=O)=O)cc1)OC
  GluA2 TARP mod: i; GluA2 TARP mod agonism max-min: 0.0268; GluA2 TARP mod glutamate slope: 38.3

> COc1ccc(S(=O)(=O)N2CCCc3cc(NS(=O)(=O)c4ccccc4)ccc32)cc1
  GluA2 TARP mod: i; GluA2 TARP mod agonism max-min: 0.0947; GluA2 TARP mod glutamate slope: 77.9

> COc1ccc(S(=O)(=O)NCc2ccsc2)cc1Cl
  GluA2 TARP mod: i; GluA2 TARP mod agonism max-min: 0.0709; GluA2 TARP mod glutamate slope: 27.8

> CC1(C)C(=O)NCCN1C(=O)c1ccco1
  GluA2 TARP mod: +; GluA2 TARP mod agonism max-min: 0.0483*; GluA2 TARP mod glutamate slope: 31.8*

> CCN(CC)c1ccc(C(=O)Nc2nc3c(s2)C(=O)CC(C)(C)C3)cc1
  GluA2 TARP mod: i; GluA2 TARP mod agonism max-min: 0.0463; GluA2 TARP mod glutamate slope: 65.4

> COc1cccc(NC(=O)Cn2cc(OC)c(=O)cc2CSc2ccccc2)c1
  GluA2 TARP mod: i; GluA2 TARP mod agonism max-min: 0.0752; GluA2 TARP mod glutamate slope: 53.8

> Cc1ccc(-n2ccnc2N2CCN(C(=O)c3c(F)cccc3F)CC2)cc1
  GluA2 TARP mod: i; GluA2 TARP mod agonism max-min: 0.0313; GluA2 TARP mod glutamate slope: 32.0

> COc1ccc(-c2csc(NC(=O)c3cccc(SC(C)C)c3)n2)c(OC)c1
  GluA2 TARP mod: i; GluA2 TARP mod agonism max-min: 0.114; GluA2 TARP mod glutamate slope: 49.0

> CC(C)c1nnc(C2CCN(C(=O)C3c4ccccc4Oc4ccccc43)CC2)o1
  GluA2 TARP mod: i; GluA2 TARP mod agonism max-min: 0.107; GluA2 TARP mod glutamate slope: 56.0

> COc1ccc(C(=O)NCCCn2nc(-c3ccccc3)ccc2=O)cc1OC
  GluA2 TARP mod: i; GluA2 TARP mod agonism max-min: 0.0853; GluA2 TARP mod glutamate slope: 59.6

> Cc1csc(NC(=O)CCCn2nc(-c3ccccc3)ccc2=O)n1
  GluA2 TARP mod: i; GluA2 TARP mod agonism max-min: 0.109; GluA2 TARP mod glutamate slope: 71.0

> COc1ccc(NC(=O)C(=O)NCC(c2ccc(C)cc2)N2CCOCC2)c(OC)c1 (configuration not stated)
  GluA2 TARP mod: i; GluA2 TARP mod agonism max-min: 0.0336; GluA2 TARP mod glutamate slope: 56.7

> COc1cccc(CNC(=O)C(=O)Nc2cccc(N3CCCC3=O)c2)c1
  GluA2 TARP mod: i; GluA2 TARP mod agonism max-min: 0.0474; GluA2 TARP mod glutamate slope: 53.3

> COC(=O)C(C)Sc1nc2c(c(=O)n(C)c(=O)n2C)n1CC(N)=O (configuration not stated)
  GluA2 TARP mod: i; GluA2 TARP mod agonism max-min: 0.0957; GluA2 TARP mod glutamate slope: 57.3

Structures above that contain a Cl atom:
> CCOc1ccc(-n2nnc3c(N4CCN(C(=O)C(C)(C)CCl)CC4)ncnc32)cc1
  GluA2 TARP mod: i; GluA2 TARP mod agonism max-min: 0.0735; GluA2 TARP mod glutamate slope: 68.0

> COc1ccc(CC(=O)Nc2nc(-c3ccc(Cl)cc3)cs2)cc1
  GluA2 TARP mod: i; GluA2 TARP mod agonism max-min: 0.0823; GluA2 TARP mod glutamate slope: 62.0

> O=c1cc(-c2cccs2)oc2ccc(Cl)cc12
  GluA2 TARP mod: i; GluA2 TARP mod agonism max-min: 0.0739; GluA2 TARP mod glutamate slope: 57.2

> CN1CCC(CNC(=O)c2cccc(Cl)c2)CC1
  GluA2 TARP mod: i; GluA2 TARP mod agonism max-min: 0.0515; GluA2 TARP mod glutamate slope: 53.2

> COc1ccc(CCNC(=O)Nc2nnc(-c3cccc(Cl)c3)o2)cc1
  GluA2 TARP mod: i; GluA2 TARP mod agonism max-min: 0.0871; GluA2 TARP mod glutamate slope: 66.0

> O=C(/C=C/c1ccccc1Cl)Nc1ccc2c(c1)C(=O)N1CCCCC1CCO2 (configuration not stated)
  GluA2 TARP mod: i; GluA2 TARP mod agonism max-min: 0.105; GluA2 TARP mod glutamate slope: 59.5

> O=C(Nc1ccc(Cl)c([N+](=O)[O-])c1)c1ccc(=O)n(Cc2ccccc2)c1
  GluA2 TARP mod: i; GluA2 TARP mod agonism max-min: 0.0995; GluA2 TARP mod glutamate slope: 58.3

> Cn1nc(-c2cccc(NS(=O)(=O)c3cc([N+](=O)[O-])ccc3Cl)c2)ccc1=O
  GluA2 TARP mod: i; GluA2 TARP mod agonism max-min: 0.0597; GluA2 TARP mod glutamate slope: 61.2

> Cc1cccc(N(C)C(=O)CSc2ccc(-n3cnc(-c4ccc(Cl)cc4)c3)nn2)c1
  GluA2 TARP mod: i; GluA2 TARP mod agonism max-min: 0.102; GluA2 TARP mod glutamate slope: 53.7

> O=C(c1ccco1)N1CCc2ccc(NS(=O)(=O)c3ccc(Cl)s3)cc21
  GluA2 TARP mod: i; GluA2 TARP mod agonism max-min: 0.0773; GluA2 TARP mod glutamate slope: 45.9

> Cc1c(Cl)cccc1S(=O)(=O)N1CCC(Cn2c(C)nc3ccccc32)CC1
  GluA2 TARP mod: +; GluA2 TARP mod agonism max-min: 0.0732*; GluA2 TARP mod glutamate slope: 82.9*

> O=C(Cn1nc(-c2ccncc2)ccc1=O)Nc1ccc(F)c(Cl)c1
  GluA2 TARP mod: i; GluA2 TARP mod agonism max-min: 0.0713; GluA2 TARP mod glutamate slope: 64.1

> COc1ccc(S(=O)(=O)NCc2ccsc2)cc1Cl
  GluA2 TARP mod: i; GluA2 TARP mod agonism max-min: 0.0709; GluA2 TARP mod glutamate slope: 27.8

A portion of the library. The share of hits here may be higher or lower than overall.
